# TEAD-YAP block: TEAD-YAP interaction inhibition, primary screen, TEAD-YAP interaction inhibitor project, luminescence, HEK-TIYL cells | TEAD-Gal4/YAP UAS-luciferase luminescence | inhibition, % at 9.12 µM | actives 1.4% (n = 640,000) | AID 1259422, 2018; in the data active = inhibition above about 32%;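 also: 0% = median of test compound wells and 100% = reference inhibitor wells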
# FBW7 act: FBW7 E3 ligase activators, primary screen, biochemical, AlphaScreen, human | F-box/WD repeat-containing protein 7 (Homo sapiens), Q969H0 | actives 0.13% (n = 650,000) | normalized activity (activation), % at 26.1 µM | AlphaScreen FBW7–phospho-cyclin E peptide binding, activator screen; in the data active = normalized activity above about 1.9%;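 also: purified mutant Fbw7 with reduced substrate affinity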
# GPR151 ag: activators of human GPR151, primary screen, cell-based, PathHunter beta-arrestin, luminescence; PathHunter beta-arrestin GPR151 cells; activation, % at 11.2 µM; AID 1508602, 2020; actives 1% (n = 650,000); in the data active = activation above about 4.9%;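 also: 0% = median of compound wells and 100% = cells with positive control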
# Target sequence (Q8TDV0 whole entry, looked up): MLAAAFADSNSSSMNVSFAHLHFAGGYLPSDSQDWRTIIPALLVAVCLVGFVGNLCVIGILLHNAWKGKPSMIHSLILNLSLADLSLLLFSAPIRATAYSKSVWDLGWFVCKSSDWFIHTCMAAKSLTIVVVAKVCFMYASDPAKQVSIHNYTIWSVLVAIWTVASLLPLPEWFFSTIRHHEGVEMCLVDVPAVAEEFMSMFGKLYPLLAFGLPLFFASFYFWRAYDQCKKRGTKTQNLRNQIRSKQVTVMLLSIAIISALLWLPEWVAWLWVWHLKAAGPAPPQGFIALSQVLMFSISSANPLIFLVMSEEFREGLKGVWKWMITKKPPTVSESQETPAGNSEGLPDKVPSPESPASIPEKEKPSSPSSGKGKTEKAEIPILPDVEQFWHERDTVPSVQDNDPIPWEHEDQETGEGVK
# MITF primary: MITF inhibitors, primary screen, biochemical, AlphaScreen, human; AlphaScreen MITF homodimerization, bead proximity signal; inhibition, % at 2.6 µM; actives 0.91% (n = 650,000); in the data active = inhibition above about 50%;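 also: 0% = vehicle wells with protein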
# Target sequence (O75030 whole entry, looked up): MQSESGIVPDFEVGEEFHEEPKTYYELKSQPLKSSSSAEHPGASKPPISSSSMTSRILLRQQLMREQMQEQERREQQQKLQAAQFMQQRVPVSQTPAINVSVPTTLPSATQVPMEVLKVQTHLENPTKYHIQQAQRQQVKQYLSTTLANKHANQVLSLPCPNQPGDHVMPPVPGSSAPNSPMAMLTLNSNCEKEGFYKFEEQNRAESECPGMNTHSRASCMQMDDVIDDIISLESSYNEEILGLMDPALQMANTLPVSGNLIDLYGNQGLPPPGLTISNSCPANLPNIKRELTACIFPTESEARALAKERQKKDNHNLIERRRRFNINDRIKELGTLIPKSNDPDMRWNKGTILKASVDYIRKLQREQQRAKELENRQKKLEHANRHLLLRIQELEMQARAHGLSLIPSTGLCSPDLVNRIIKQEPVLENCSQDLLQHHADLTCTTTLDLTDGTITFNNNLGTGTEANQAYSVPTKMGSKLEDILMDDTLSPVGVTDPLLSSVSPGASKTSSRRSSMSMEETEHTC
# Starred values were filed as active, the others as inactive; nt = not tested or not shown; & = joins results of further samples.
# Values in the order: TEAD-YAP block	FBW7 act	GPR151 ag	MITF primary
> O=C(Cn1cnc2scc(-c3ccc(Cl)cc3)c2c1=O)N1CCCC1
→ 4	0.1	-0.6	4
> CC(C)c1ccc(S(=O)(=O)N2CCN(CC(=O)c3ccc(O)c(O)c3)CC2)cc1
→ 1	-0.1	1.6	8
> COc1ccccc1C(=O)NCC(=O)Nc1ccc(C)c(F)c1
→ -3	0.2	-1.2	4
> CC(C)CCC1(C)NC(=S)N(c2ccccc2)N1 (stereo not given)
→ 3	0.1	-0.2	7
> CCOCC1OC2OC(C)(C)OC2C2OC(C)(C)OC12 (stereo not given)
→ 2	0.1	1.9	-9
> O=c1oc2ccccc2cc1-c1csc(NNc2ccccc2)n1
→ -4	-0.1	1.1	-8
> CCOC(=O)C1=C(C)N=c2s/c(=C/c3c[nH]c4ccccc34)c(=O)n2C1c1ccccc1OC (stereo not given)
→ 1	0.0	1.6	-2
> CN(C)C(CNS(=O)(=O)c1ccc(Cl)c(C(F)(F)F)c1)c1ccco1 (stereo not given)
→ -3	0.1	-1.0	7
> COCCNC(=O)N1c2ccccc2Sc2ccccc21
→ -10	0.1	0.9	5
> Cc1ccc(-n2ncc3c(=O)n(CC(=O)NC4CCCC4)cnc32)cc1C
→ 7	0.2	1.7	3
> COc1ccc(C(=O)N/N=C(\N)c2cc3cc(Cl)ccc3oc2=O)cc1
→ -8	0.1	-0.6	6
> CCOc1ccc(C(=O)NCC2(c3cccs3)CC2)cc1
→ -34	-0.1	1.1	52*
> CCc1c(C)sc2ncn3c(=O)n(CC(=O)N(C)C4CCCCC4)nc3c12
→ 11	-0.1	-0.1	0
> CN(C)c1cccc(Nc2ccnc3c(-c4cccc(CO)c4)cnn23)c1
→ 63*	0.0	0.8	-19
> CC(C)(C)NS(=O)(=O)Cc1ccccc1Cl
→ 5	0.0	-0.5	-9
> Cc1ccc(C)c(OCC(=O)N2CCOCC2)c1
→ 0	-0.1	-0.1	3
> COc1cccc(NC(=O)C2C3C=CC4(O3)C2C(=O)N(CCC(C)C)C4C(=O)NC2CCCCC2C)c1 (stereo not given)
→ 7	-0.1	-0.9	3
> Cc1ccccc1CN1C(=O)CSc2ccc(C(=O)NCCC3=CCCCC3)cc21
→ 7	-0.1	0.3	-5
> CCc1ccc(N/C(=N\c2nc(C)cc(C)n2)NC(=O)Nc2cccc(Cl)c2)cc1
→ 7	0.7	-0.9	11
> O=C(c1ccccn1)N1CCCC1c1nc(-c2ccncc2)n[nH]1 (stereo not given)
→ 3	0.1	0.6	19
> O=S(=O)(NCC(c1cccnc1)N1CCOCC1)c1ccc(Cl)cc1 (stereo not given)
→ 3	0.0	-0.8	10
> CCCC(=O)C1=C(O)C(C(=O)OC)C(C)(C)CC1=Nc1ccccc1OC (stereo not given)
→ 1	0.1	1.0	8
> COc1ccc2c(c1)c(CC(=O)NC1CC1)c(C)n2C(=O)c1ccc(Cl)cc1
→ -3	-0.1	0.1	0
> CCCCCCOc1ccc(/C=C(\C#N)C(=O)NCC2CCCO2)cc1OC (stereo not given)
→ -2	2.0*	-0.6	9
> CCOc1ccccc1NC(=O)CSc1nc2c(c(=O)n1C)SCC2
→ 6	-0.1	-1.2	10
> O=C(CN1C(=O)c2ccccc2C1=O)Nc1ccc(Br)c(C(=O)c2ccccc2Cl)c1
→ 1	0.2	-0.3	20
> CCOC(=O)Cc1csc(=Nc2ccc(C)cc2C)n1CCCO
→ -9	-0.2	0.0	21
> CCNC(=O)[C@@H]1C[C@@H](NCc2ccccc2O)CN1Cc1ccccc1Cl
→ 10	0.4	-1.2	10
> COc1ccc(N2CCN(C(=O)c3cccc(N4C(=O)C5CC=CCC5C4=O)c3)CC2)cc1 (stereo not given)
→ -18	0.6	0.8	6
> NCCOc1cc(C(=O)Nc2ccc3[nH]ncc3c2)ccn1
→ 72*	0.6	-1.4	5
> COc1cccc(C(=O)Nc2ccc(NC(=O)c3ccncc3)cn2)c1
→ 10	0.0	1.4	8
> Cc1[nH]c2ccccc2c1/C=N/Nc1cccc(C(=O)O)c1
→ -6	0.1	0.0	-2
> COc1ccc(CC(=O)N2CCC(C3(CCC(C)C)NC(=O)NC3=O)CC2)cc1OC (stereo not given)
→ 0	-0.2	-1.3	-5
> O=C(NCC1CCNCC1)c1ccc(/C=N/O)nc1
→ 3	0.1	-0.1	0
> Cc1cc(NC(=O)C2CC(c3ccc(Cl)cc3)=NO2)no1 (stereo not given)
→ 6	0.0	0.5	9
> CCC(Cc1ccccc1)NC(=O)Cn1ncc2c3ccccc3n(C)c2c1=O (stereo not given)
→ 5	-0.2	1.0	6
> CCC(=O)N1N=C(c2c(-c3ccccc3)c3cc(Cl)ccc3[nH]c2=O)CC1c1ccc(N(C)C)cc1 (stereo not given)
→ 11	0.0	1.6	5
> O=C(O)CCCCCN1C(=O)C(O)=C(C(=O)/C=C/c2ccccc2)C1c1ccccc1 (stereo not given)
→ 4	-0.1	1.7	-1
> COc1ccc(N=NNc2ccc(OC)cc2)cc1
→ -21	0.0	-0.6	2
> O=C(Cc1cn(-c2ccc(Nc3ccccc3)nn2)c2ccccc12)NCc1ccccc1
→ -4	0.6	0.2	13
> COc1ccc(C(CC(=O)Nc2cccc(C(C)=O)c2)N2Cc3ccccc3C2=O)cc1 (stereo not given)
→ 6	0.2	-0.4	8
> CN(CCOC(=O)CN1C(=O)c2ccccc2C1=O)C1=NS(=O)(=O)c2ccccc21
→ -8	0.0	-1.6	2
> COC(=O)C1=C(C)NC(=S)NC1c1ccccc1Cl (stereo not given)
→ 11	0.1	0.8	14
> Cc1c(Cl)ccc2sc(N(Cc3ccncc3)C(=O)c3ccc(C#N)cc3)nc12
→ -1	-0.3	1.6	3
> COc1ccc(Nc2nc(N3CCC(C)CC3)nc(C)c2[N+](=O)[O-])cc1
→ -5	-0.1	2.0	-2
> Cc1cccc(NC(=O)c2ccc(NC(=O)c3ccccc3Br)cc2)c1
→ 5	-0.1	1.0	4
> O=C(CN(Cc1ccccc1)S(=O)(=O)c1ccc(Cl)cc1)N1CCN(c2ccccc2F)CC1
→ 5	0.1	-0.2	-14
> CCCOc1ccc(/C(O)=C2\C(=O)C(=O)N(c3nc(C)c(C(=O)OC)s3)C2c2ccc(OC)c(OC)c2)c(C)c1 (stereo not given)
→ 2	0.0	-0.3	1
> Cc1ccc([N+](=O)[O-])cc1S(=O)(=O)N1CCOCC1
→ -19	-0.1	1.3	1
> Cc1ccc(S(=O)(=O)NC(N)=NCCc2c(C)[nH]c3ccc(F)cc23)cc1
→ 9	1.8	1.2	10

# Reprinted from the part before: six entries; new compounds follow.
SMILES	TEAD-YAP block	FBW7 act	GPR151 ag	MITF primary
COc1ccc(Nc2nc(N3CCC(C)CC3)nc(C)c2[N+](=O)[O-])cc1	-5	-0.1	2.0	-2
Cc1cccc(NC(=O)c2ccc(NC(=O)c3ccccc3Br)cc2)c1	5	-0.1	1.0	4
O=C(CN(Cc1ccccc1)S(=O)(=O)c1ccc(Cl)cc1)N1CCN(c2ccccc2F)CC1	5	0.1	-0.2	-14
CCCOc1ccc(/C(O)=C2\C(=O)C(=O)N(c3nc(C)c(C(=O)OC)s3)C2c2ccc(OC)c(OC)c2)c(C)c1 (stereo not given)	2	0.0	-0.3	1
Cc1ccc([N+](=O)[O-])cc1S(=O)(=O)N1CCOCC1	-19	-0.1	1.3	1
Cc1ccc(S(=O)(=O)NC(N)=NCCc2c(C)[nH]c3ccc(F)cc23)cc1	9	1.8	1.2	10
COc1ccc(-c2cc(NCCc3ccc(O)cc3)ncn2)cn1	-13	0.0	2.0	-8
CC(=O)c1ccc(N/C(=N\S(=O)(=O)c2ccc(C)cc2)c2ccccc2)cc1	-1&0	0.0&0.1	0.5&1.6	4&1
CC(=O)Nc1nc2c(C)cc(N)cc2s1	-40	30*	0.1	6
Cn1nccc1C(=O)n1cc(Cl)cn1	-2	0.0	2.0	2
CC(=O)c1cccc(-c2ncc(C)c(NCCOc3ccccc3)n2)c1	-4	-0.1	4.3	-1
OCCN(Cc1ccccc1)c1ncnc2c1oc1ccccc12	-10	-0.1	1.2	-11
CCc1c(C)nc(SCC(=O)Nc2ccc3c(c2)OCO3)[nH]c1=O	0	-0.2	-0.9	0
Cc1noc(C)c1COc1ccc(CC(=O)OCC(=O)c2ccc[nH]2)cc1	-6	0.0	1.1	-12
CCCC1([C@@H](O)C/C=C/[C@H]2[C@H](O)CC(=O)[C@@H]2CCCCCCC(=O)O)CCC1	nt	nt	3.5	10
CC1=C(C#N)C(c2ccc(Cl)cc2Cl)C2=C(CCCC2=O)N1 (stereo not given)	-5	0.1	0.6	1
COc1cccc(NC(=O)Nc2nc(SC(C)(C)C)ns2)c1	-9	-0.1	0.2	3
COC(=O)c1ccc(C2NC(=O)NC(C)=C2C(=O)N2CCOCC2)cc1 (stereo not given)	-2	0.7	0.2	14
Cc1ccc(-n2nc(C)c(C3(O)C(=O)N(C(C)C)c4ccccc43)c2N)cc1 (stereo not given)	8	0.4	1.1	8
Cc1nc(Oc2ccccc2)c2c3c(sc2n1)CCCC3	-2	-0.3	0.5	6
NC(=O)COC(=O)c1c2c(nc3ccccc13)CCC2	15	0.0	-1.3	7
CC(=O)c1cccc(NC(=O)Nc2nnc(N(C)Cc3ccccc3)s2)c1	2	0.3	-0.4	-7
CC(C)[C@H](O)C(=O)N1CCC(C(=O)Nc2ccc3[nH]ncc3c2)C1 (stereo not given in full)	-6	0.3	1.2	15
COc1ccccc1/C=C1\N=C(c2ccc(Cl)c([N+](=O)[O-])c2)NC1=O	1	-0.1	-0.6	-20
O=S(=O)(c1ccc(Cc2ccc(S(=O)(=O)N3CCC4(CC3)OCCO4)cc2)cc1)N1CCC2(CC1)OCCO2	23	0.1	-0.5	9
CC12CC(NC(=O)N1c1cccc(C(=O)NC3CCCC3)c1)c1ccccc1O2 (stereo not given)	-2	0.2	0.3	-7
COc1ccccc1-c1coc2c(CN3CC(C)OC(C)C3)c(O)ccc2c1=O (stereo not given)	3	0.0	0.7	5
CCOC(=O)C1=C(c2ccccc2)NC(=O)NC1c1cc(OC)ccc1Br (stereo not given)	-4	0.1	-1.8	2
COc1ccc(C(=O)N(Cc2ccccc2F)C2CCS(=O)(=O)C2)cc1 (stereo not given)	1	-0.2	1.7	-8
CCOC(=O)C1(Cc2cccc(OC)c2)CCN(Cc2cnc(SC)nc2)CC1	0	0.2	-1.4	8
COc1ccc(OC)c(NC(=O)N(C(C)C)C2CCN(C(C)=O)CC2)c1	-10	-0.1	-1.8	3
O=C(NCN1CCCCC1)c1cccnc1	5	-0.1	0.0	10
Cc1cccc(OCCOC(=O)c2ccc[nH]c2=O)c1	-34	0.0	0.7	7
CCOC(=O)N1CCN(c2c(N3CCCC3)c(=O)c2=O)CC1	-29	0.1	-1.1	-18
O=C(CSc1nc2cc(Cl)ccc2s1)Nc1nccs1	-9	-0.2	-0.2	6
N/C(Cc1ccc(Cl)cc1Cl)=N\OC(=O)Cc1ccccc1	5	0.2	0.3	-21
CCN(CC)c1ccc(C2Nc3ccc(C(=O)c4ccccc4)cc3NC3=C2C(=O)CC(C)(C)C3)cc1 (stereo not given)	13	-0.5	1.5	-11
NCCNCCCOc1ccc(OCc2ccccc2)cc1	-8	-0.2	-0.5	27
CN(C)c1cccc(Nc2cc(C(=O)NCc3cccnc3)c3ccccc3n2)c1	10	-0.2	2.1	-3
CS(=O)(=O)c1ccc2nc(NC(=O)COc3ccc(Oc4ccccc4)cc3)sc2c1	10	-0.1	1.2	-4
CCOc1ccccc1C1CC(c2ccccc2O)=NN1C(C)=O (stereo not given)	2	-0.2	-0.8	19
COc1ccc(Nc2nnc(SCC(=O)N3CCCC3)s2)cc1	5	-0.2	-2.3	0
CCCOC(=O)CSc1[nH]c(=O)cc(C)c1C#N	-8	0.0	1.5	1
COC(=O)c1ccc(NC(=O)CN2CCC(NC(=O)c3ccccc3F)CC2)cc1	30	0.5	4.0	2
CCCS(=O)(=O)N1CCN(S(=O)(=O)c2ccc(Cl)cc2)CC1	-4	-0.1	0.3	-11
O=C(Nc1cccc2c1CCCC2)C1CCN(C(=O)Nc2ccccc2)CC1	-6	0.2	0.2	-19
O=C(CN1C(=O)C2CC=CCC2C1=O)NC1=NCCS1 (stereo not given)	10	0.2	-1.4	1
CCCCN1C(=O)CC(NNCc2ccccc2)C1=O (stereo not given)	-12	-0.2	-2.3	0
CN(C)CCNC(=O)c1c[nH]c2ccc(S(=O)(=O)N3CCc4ccccc4C3)cc2c1=O	-5	0.1	-0.7	-8

# Sorted by number of heavy atoms (smallest number first): part of the list above.
SMILES	TEAD-YAP block	FBW7 act	GPR151 ag	MITF primary
CCCOC(=O)CSc1[nH]c(=O)cc(C)c1C#N	-8	0.0	1.5	1
CCCCN1C(=O)CC(NNCc2ccccc2)C1=O (stereo not given)	-12	-0.2	-2.3	0
O=C(Nc1cccc2c1CCCC2)C1CCN(C(=O)Nc2ccccc2)CC1	-6	0.2	0.2	-19

# Source: PubChem BioAssay (The Scripps Research Institute Molecular Screening Center)
